KB-V1 cytotox: KB-V1 MDR subline cytotoxicity. KB-V1 MDR cells viability, CellTiter-Glo, 72 h. Potency, µM (series often up to 46.1 µM), for inactives: top-dose activity change, negative = cytotoxicity, hits mostly cytotoxic. 400,000 tested, 3.4% active. AID 1347076; further: potency means the concentration at half of the fitted maximal effect; on the % scale 0 is the no-effect control and ±100 the full control effect; nearly all actives have a fitted effect of over 60% in size
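Cells of the MDR subline KB-V1 are plated, dosed with compound at multiple concentrations, and incubated 72 h at 37 degrees C; CellTiter-Glo is then added and luminescence read after 10 min.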
KB-3-1 tox: kills parental KB-3-1 adenocarcinoma cells; KB-3-1 viability, CellTiter-Glo ATP luminescence, 72 h; Potency, µM (highest dose often 46.1 µM), for inactives: top-dose activity change, negative = cytotoxic, most hits filed as cytotoxic; 400,000 tested, 1.4% active; AID 1347075; further: potency means the concentration at half of the fitted maximal effect; on the % scale 0 is the no-effect control and ±100 the full control effect; nearly all actives have a fitted effect of over 60% in size
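72 h, 37 °C compound treatment of KB-3-1 parental cells; CellTiter-Glo added, 10 min, luminescence read. Data corrected against DMSO-only plates and normalized before curve fitting.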
DRD3 agonist: agonists of human D3 dopamine receptor | P35462 | D3R DiscoveRx beta-arrestin cells, luminescence, 90 min | max activation, % | 410,000 tested, 0.58% active | AID 652048; in the data active means max activation above about 30%; further: 0% is about no effect; mostly tested at two doses, the higher about 12 µM
Target sequence (P35462 whole entry, looked up): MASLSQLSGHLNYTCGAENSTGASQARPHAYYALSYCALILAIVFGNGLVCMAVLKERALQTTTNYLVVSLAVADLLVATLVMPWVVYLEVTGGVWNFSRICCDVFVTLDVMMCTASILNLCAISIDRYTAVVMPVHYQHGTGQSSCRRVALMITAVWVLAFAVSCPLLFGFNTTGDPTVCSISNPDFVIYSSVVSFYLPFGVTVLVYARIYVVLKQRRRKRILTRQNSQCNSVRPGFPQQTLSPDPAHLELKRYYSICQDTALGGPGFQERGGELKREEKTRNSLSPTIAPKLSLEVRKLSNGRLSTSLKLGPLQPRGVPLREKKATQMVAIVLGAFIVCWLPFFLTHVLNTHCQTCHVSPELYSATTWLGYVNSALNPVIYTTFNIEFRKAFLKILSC
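Agonist-mode cell screen: cells plated at 1500/well and incubated overnight at 37 °C, then exposed to library compounds for 90 min at 37 °C. Detection reagent was added for 30–60 min at room temperature, and luminescence was read.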
GLP-1R agonist: agonists of human GLP-1 receptor; P43220; HEK293 GLP-1R CRE-luciferase, luminescence, 4-6 h; cells express a hypersensitive GLP-1R form; Potency, µM (series often up to 45.6 µM), for inactives: at the top dose activation, actives largely listed as activators; 380,000 tested, 0.007% active; further: potency means the concentration at half of the fitted maximal effect; % of control where 0% means no effect
Target sequence (P43220 whole entry, looked up): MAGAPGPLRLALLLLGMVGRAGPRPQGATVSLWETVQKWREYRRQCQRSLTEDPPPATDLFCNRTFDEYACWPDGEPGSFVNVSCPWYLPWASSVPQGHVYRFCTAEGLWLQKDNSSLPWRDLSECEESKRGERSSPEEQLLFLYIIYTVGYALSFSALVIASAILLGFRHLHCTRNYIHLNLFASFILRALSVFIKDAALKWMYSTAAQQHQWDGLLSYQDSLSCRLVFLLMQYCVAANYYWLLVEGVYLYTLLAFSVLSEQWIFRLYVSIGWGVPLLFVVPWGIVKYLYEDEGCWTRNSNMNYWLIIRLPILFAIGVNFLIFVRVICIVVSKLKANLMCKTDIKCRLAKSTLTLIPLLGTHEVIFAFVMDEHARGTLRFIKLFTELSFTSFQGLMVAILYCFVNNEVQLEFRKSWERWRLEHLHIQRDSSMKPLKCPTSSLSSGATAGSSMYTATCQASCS
HT1080NT lethal: kills 2HG-producing HT-1080-NT fibrosarcoma cells; HT-1080-NT fibrosarcoma viability, CellTiter-Glo ATP luminescence, 48 h; Potency, µM (doses to about 46.1 µM), for inactives: top-dose activity, negative = less viability, most hits filed as cytotoxic; 360,000 tested, 1.6% active;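 further: NT is the 2HG producing partner of a matched IDH1 knockdown line; potency means the concentration at half of the fitted maximal effect; 0% = DMSO-treated cells and -100% = media-only wells without cells; nearly all actives have a fitted effect of over 55% in size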
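HT-1080-NT; 750 cells/well; 5% FBS RPMI; 48 h compound, 37 degrees C; CellTiter-Glo luminescence; curve fitting and curve-class assignment.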
HT1080 IDH1KD tx: HT-1080 IDH1 knockdown cell toxicity (counter line). HT-1080 IDH1 knockdown viability, ATP luminescence, 48 h. Potency, µM (series often up to 46.1 µM), without a hit: top-dose activity, negative = toxicity, hits mostly cytotoxic. 360,000 tested, 2% active. AID 686971;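 further: potency means the concentration at half of the fitted maximal effect; 0% = DMSO wells and -100% = cell-free medium wells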
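Cytotoxicity counter-line: IDH1KD HT-1080, 48 h, CellTiter-Glo. Curves classed by r2, magnitude and activity.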
IL-1B inflam inh: blocks inflammasome-driven IL-1 beta release; THP-1 LPS/ATP IL-1B secretion, AlphaLISA, 16 h; hits give low values; activity change, % at 57.5 µM; 360,000 tested, 4.7% active; AID 743279; in the data active means activity change below about -50%; inconclusive means mostly about -30% to -49%; further: on the % scale 0 is the no-effect control and ±100 the full control effect
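Secreted IL-1B measured by AlphaLISA bead assay after 16 h compound exposure of THP-1 cells; compounds (final up to 57.5 uM) added 1 h before LPS (250 ng/mL) and ATP (1.25 mM) stimulation; lower signal means less secretion.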
DRD3 antagonist: blocks the human D3 dopamine receptor. P35462. D3R cells, DiscoveRx beta-arrestin luminescence, antagonist mode; hits give low values. max response, negative = inhibition, %. 360,000 tested, 2.5% active; in the data active means max response below about -50%; inconclusive means no clear call, values can overlap the other calls; further: on the % scale 0 is the no-effect control and ±100 the full control effect; mostly tested at two doses, the higher about 12 µM
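Cells expressing the human receptor were seeded at 1500 cells/well, incubated overnight at 37 degrees C in 5% CO2, then exposed to library compounds with dopamine controls for 90 minutes at 37 degrees C before luminescent detection.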
SW480 rereplic: DNA re-replication induction in SW480 cells. SW480 DNA re-replication, Hoechst DNA content imaging, 48 h. Potency, µM (top dose mostly 46.1 µM), inactives show at the top dose re-replication activation, most hits filed as activators. 340,000 tested, 1.8% active; further: potency means the concentration at half of the fitted maximal effect; % of control where 0% means no effect; nearly all actives have a fitted effect of over 55% in size
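Compounds, transferred as 23 nL by pin tool, were incubated with cells for 48 hr; DNA content per nucleus was then quantified by Hoechst staining and fluorescence plate imaging.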
Starred values were filed as active, the others as inactive; [ ] = dose if it differs, or a comment. Unless noted, the call rests on the fitted dose curve; in most records, active means well fitted curve in the direction sought with a large enough effect; inconclusive means small, poorly fitted or top-dose-only effect, or another doubt; inactive means no such curve, though single readings can be large; an effect the other way counts as inactive or inconclusive.

N#Cc1cc2c(nc1SCC(O)CS(=O)(=O)Cc1ccc(Cl)cc1)CCCC2 (configuration not stated) was read as KB-V1 cytotox inconclusive, KB-3-1 tox -27%, DRD3 agonist 12, GLP-1R agonist 14%, HT1080NT lethal -27%, HT1080 IDH1KD tx -29%, IL-1B inflam inh -61*, DRD3 antagonist 11 and SW480 rereplic 2%.
`Fc1ccc(N2CCN(c3ncnc4c3nc3n4CCCC3)CC2)cc1` gave KB-V1 cytotox -2%, KB-3-1 tox inconclusive, DRD3 agonist -17 and GLP-1R agonist 0%.
Screening CCOC(=O)Cc1csc(NC(=O)C(NC(=O)C2CCCCC2)C(C)C)n1 (configuration not stated) returned KB-V1 cytotox -9%, KB-3-1 tox -8%, DRD3 agonist 10, GLP-1R agonist 10%, HT1080NT lethal inconclusive, HT1080 IDH1KD tx -1%, IL-1B inflam inh 4, DRD3 antagonist 4 and SW480 rereplic -1%.
CC(C)Cn1c(SCC(=O)N(C)c2c(N)n(Cc3ccccc3)c(=O)[nH]c2=O)nc2ccccc21 was read as KB-V1 cytotox -3%, KB-3-1 tox -5%, DRD3 agonist 3, GLP-1R agonist -12%, HT1080NT lethal 0%, HT1080 IDH1KD tx 4%, IL-1B inflam inh 3, DRD3 antagonist -17 and SW480 rereplic 1%.
COc1ccc(Cl)cc1CNC[C@H]1O[C@@H](n2ccc(N)nc2=O)[C@H](O)[C@@H]1O was read as KB-V1 cytotox -2%, KB-3-1 tox 14%, DRD3 agonist 3, GLP-1R agonist -2%, HT1080NT lethal -1%, HT1080 IDH1KD tx -2%, IL-1B inflam inh -14 and DRD3 antagonist 5.
Screening O=C(CCC(=O)N1CCSc2ccccc21)NCc1ccccc1 returned KB-V1 cytotox 16%, KB-3-1 tox 4%, DRD3 agonist -5, GLP-1R agonist -5%, HT1080NT lethal -1%, HT1080 IDH1KD tx 4%, IL-1B inflam inh -12, DRD3 antagonist -21 and SW480 rereplic -4%.
For COCCNc1nc(NCc2cccc(OC)c2)c2sccc2n1 the results were KB-V1 cytotox inconclusive, KB-3-1 tox -1%, DRD3 agonist 13, GLP-1R agonist 27%, HT1080NT lethal -1%, HT1080 IDH1KD tx -17%, IL-1B inflam inh -2 and DRD3 antagonist 35.
O=C(NCc1cccnc1)Nc1ccc(Cl)cc1 was read as KB-V1 cytotox 16%, KB-3-1 tox 2%, DRD3 agonist -11, GLP-1R agonist -2%, HT1080NT lethal 29%, HT1080 IDH1KD tx 9%, IL-1B inflam inh -18, DRD3 antagonist -9 and SW480 rereplic -1%.
Oc1cccc(/C=C/c2ccc3cccc(O)c3n2)c1 was read as KB-V1 cytotox inconclusive, KB-3-1 tox inconclusive, DRD3 agonist 1, GLP-1R agonist 7%, HT1080NT lethal 33µM*, HT1080 IDH1KD tx inconclusive, IL-1B inflam inh 4, DRD3 antagonist inconclusive and SW480 rereplic 0%.
CC(=O)Nc1ccc(S(=O)(=O)Nc2nccc(/C=C/c3ccccc3F)n2)cc1 was read as KB-V1 cytotox 9%, KB-3-1 tox -2%, DRD3 agonist 3, GLP-1R agonist 5%, HT1080NT lethal 6%, HT1080 IDH1KD tx 0%, IL-1B inflam inh inconclusive, DRD3 antagonist 10 and SW480 rereplic -1%.
Screening O=C(NCCN1CCCCC1)Nc1ccc([N+](=O)[O-])cc1 returned KB-V1 cytotox -10%, KB-3-1 tox -1%, DRD3 agonist -13, GLP-1R agonist -16%, HT1080NT lethal -13%, HT1080 IDH1KD tx -1%, IL-1B inflam inh -13, DRD3 antagonist 3 and SW480 rereplic 20%.
`O=C(O)CC(CC(=O)O)c1ccsc1` gave KB-V1 cytotox -1%, KB-3-1 tox 16%, DRD3 agonist 5, GLP-1R agonist -2%, HT1080NT lethal 0%, HT1080 IDH1KD tx 7%, IL-1B inflam inh 11, DRD3 antagonist -21 and SW480 rereplic -6%.
`CC1CCN(CC(=O)n2c3c(c4ccccc42)CCCC3)CC1` gave KB-V1 cytotox 1%, KB-3-1 tox 4%, DRD3 agonist -16, GLP-1R agonist inconclusive, HT1080NT lethal inconclusive, HT1080 IDH1KD tx inconclusive, IL-1B inflam inh -14, DRD3 antagonist -22 and SW480 rereplic -2%.
`Cc1noc(C)c1C(=O)Nc1ccc(S(=O)(=O)N2CCC(C)CC2)cc1` gave KB-V1 cytotox inconclusive, KB-3-1 tox -24%, DRD3 agonist 0, GLP-1R agonist 11%, HT1080NT lethal -11%[9.24 µM], HT1080 IDH1KD tx -2%, IL-1B inflam inh -14, DRD3 antagonist 9 and SW480 rereplic 18µM*.
`CC1=NN(C(=O)c2ccccc2C)C(O)(c2ccc(Cl)cc2)C1` (configuration not stated) gave KB-V1 cytotox 30%, KB-3-1 tox 11%, DRD3 agonist 4, GLP-1R agonist 3%, HT1080NT lethal -20%, HT1080 IDH1KD tx -27%, IL-1B inflam inh 11, DRD3 antagonist 7 and SW480 rereplic inconclusive.
Screening CC(=O)c1ccc(OCCNS(=O)(=O)c2ccc(-n3cnnn3)c(C)c2)cc1 returned KB-V1 cytotox -8%, KB-3-1 tox -19%, DRD3 agonist 2, GLP-1R agonist 4%, HT1080NT lethal 0%, HT1080 IDH1KD tx -1%, IL-1B inflam inh 0, DRD3 antagonist 7 and SW480 rereplic 4%.
For CC(C)OC(=O)CC1C(=O)NCCN1C(=S)NC(=O)c1ccc(F)cc1 (configuration not stated) the results were KB-V1 cytotox 0%, KB-3-1 tox -1%, DRD3 agonist -6, GLP-1R agonist -3%, HT1080NT lethal 2%, HT1080 IDH1KD tx 19%, IL-1B inflam inh 17, DRD3 antagonist -23 and SW480 rereplic 11%.
Cn1c(=NC(=O)CSCC(=O)N2CCCCC2)sc2ccccc21 was read as KB-V1 cytotox inconclusive, KB-3-1 tox -3%, DRD3 agonist -1, GLP-1R agonist 5%, HT1080NT lethal 7%, HT1080 IDH1KD tx 6%, IL-1B inflam inh -8, DRD3 antagonist 39 and SW480 rereplic -4%.
For Nc1ncnc2c1ccn2[C@H]1CN(Cc2ccc(Cl)cc2)C[C@@H](CO)O1 the results were KB-V1 cytotox -2%, KB-3-1 tox -3%, DRD3 agonist 10, GLP-1R agonist -3%, HT1080NT lethal 2%, HT1080 IDH1KD tx -8%, IL-1B inflam inh 51 and DRD3 antagonist 0.
Screening NC(=O)c1ccccc1OCC(=O)N1CCc2ccccc2C1 returned KB-V1 cytotox inconclusive, KB-3-1 tox -13%, DRD3 agonist 0, GLP-1R agonist 5%, HT1080NT lethal -3%, HT1080 IDH1KD tx -3%, IL-1B inflam inh 11, DRD3 antagonist 0 and SW480 rereplic 10µM*.
`O=C(c1cc(-c2ccccc2)nc2ccccc12)N1CCCc2ccccc21` gave KB-V1 cytotox inconclusive, KB-3-1 tox -3%, DRD3 agonist -9, GLP-1R agonist -1%, HT1080NT lethal -3%, HT1080 IDH1KD tx -11%, IL-1B inflam inh -5, DRD3 antagonist -15 and SW480 rereplic inconclusive.
`COC(=O)c1cc2c(s1)-c1cc(F)ccc1OC2` gave KB-V1 cytotox 0%, KB-3-1 tox -1%, DRD3 agonist -3, GLP-1R agonist 7%, HT1080NT lethal 3%, HT1080 IDH1KD tx 3%, IL-1B inflam inh -2, DRD3 antagonist -16 and SW480 rereplic -6%.
`Cc1cc(C)cc(N(C(=O)Cn2nnc(-c3ccccc3)n2)C(C(=O)NC2CCCCC2)c2ccccn2)c1` (configuration not stated) gave KB-V1 cytotox inconclusive, KB-3-1 tox -3%, DRD3 agonist -6, GLP-1R agonist 0%, HT1080NT lethal 20%, HT1080 IDH1KD tx 16%, IL-1B inflam inh 22, DRD3 antagonist -16 and SW480 rereplic -4%.
Screening CCCCn1c(=NC(C)=O)c(C#N)cc2c(=O)n3cccc(C)c3nc21 returned KB-V1 cytotox -1%, KB-3-1 tox inconclusive, DRD3 agonist 1, GLP-1R agonist 0%, HT1080NT lethal 4%, HT1080 IDH1KD tx -4%, IL-1B inflam inh 60, DRD3 antagonist -13 and SW480 rereplic 21µM*.
Screening O=C(CSc1nnc2sc3ccccc3n12)N1CCN(c2ccccc2)CC1 returned KB-V1 cytotox 8.2µM*, KB-3-1 tox 13%, DRD3 agonist -3, GLP-1R agonist 0%, HT1080NT lethal 9%, HT1080 IDH1KD tx -15%, IL-1B inflam inh inconclusive, DRD3 antagonist 8 and SW480 rereplic -3%.
`CCOC(=O)c1c(S(=O)(=O)N2CCN(C3CCCCC3)CC2)c(C)n(C)c1C` gave KB-V1 cytotox inconclusive, KB-3-1 tox -12%, DRD3 agonist -4, GLP-1R agonist 2%, HT1080NT lethal 0%, HT1080 IDH1KD tx 1%, IL-1B inflam inh -21, DRD3 antagonist -15 and SW480 rereplic -15%.
Cc1ccc(-c2nc3c(Cl)cc(C(F)(F)F)cn3c2Cc2ccccc2)cc1 was read as KB-V1 cytotox 15%, KB-3-1 tox -1%, DRD3 agonist 3, GLP-1R agonist 3%, HT1080NT lethal 10%, HT1080 IDH1KD tx 21%, IL-1B inflam inh 33 and DRD3 antagonist -12.
Screening CCN(CC)C(=O)C1=C(C)N(Cc2ccc(C(C)(C)C)cc2)C(=O)C(CC(=O)NC2CC2)C1 (configuration not stated) returned KB-V1 cytotox 0%, KB-3-1 tox 24%, DRD3 agonist 3, GLP-1R agonist -1%, HT1080NT lethal 7%, HT1080 IDH1KD tx 12%, IL-1B inflam inh 13 and DRD3 antagonist 5.
O=C1c2cccc3cccc(c23)C(=O)N1CC1CCN(S(=O)(=O)c2ccc(F)cc2)CC1 was read as KB-V1 cytotox 9.2µM*, KB-3-1 tox -5%, DRD3 agonist 2, GLP-1R agonist 2%, HT1080NT lethal inconclusive, HT1080 IDH1KD tx 10%, IL-1B inflam inh -7, DRD3 antagonist 0 and SW480 rereplic 14%.

Screening results deposited in PubChem BioAssay by National Center for Advancing Translational Sciences (NCATS).
